Assay outcomes (PubChem)
Tau fluor cs = counter-screen for tau fibril formation inhibitors; Potency, µM (series often up to 57.7 µM), for the others: at the top dose activity change, negative = decrease; tau K18 P301L Alexa594 fluorescence, heparin fibrillization; 280,000 tested, 0.93% active; also: % is scaled to controls: 0 for no effect and ±100 for the full control effect; nearly all actives have a fitted effect of over 55% in size
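Human K18 P301L tau (15 uM unlabeled plus 0.24 uM Alexa 594-labeled, final) in 100 mM sodium acetate pH 7 was mixed with compound and 20 uM heparin and incubated 6 hr at 37 C.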
HTT cytoprotect = protects HTT-Q103 PC12 cells, measured by ATP | PC12 HTT-Q103 induced, cytoprotection, ATP luminescence, 40 h | Potency, µM (series often up to 56.4 µM), for inactives: cytoprotection (ATP increase), most hits filed as activators | 230,000 tested, 0.14% active | AID 1471;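 also: % of control where 0% means no effect; nearly all actives have a fitted effect of over 45% in size; toxic huntingtin expression switched on by the ecdysone agonist tebufenozide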
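Quantitative HTS on tebufenozide-induced (100 nM) PC12 cells expressing HTTQ103 exon 1–GFP; compounds tested as a concentration series; survival measured via cellular ATP.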
L3MBTL1 block = inhibitors of human L3MBTL1; 230,000 tested, 0.66% active; Potency, µM (top dose mostly 57.1 µM), for the others: at the highest dose activity, negative = inhibition, actives largely listed as inhibitors; Q9Y468; AlphaScreen L3MBTL1–H3K9me1 peptide binding; also: % is scaled to controls: 0 for no effect and ±100 for the full control effect; nearly all actives have a fitted effect of over 60% in size
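Displacement of a biotinylated histone H3(1-15) peptide monomethylated at Lys9 (75 nM) from L3MBTL1 (50 nM) was measured by AlphaScreen after a 30 min room-temperature compound incubation; cefsulodin titration served as intraplate control.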
Tau fibril FP = tau fibrillization inhibition (FP); P10636; K18 P301L tau heparin fibrillization, Alexa594 FP, 6 h; Potency, µM (titrated, usually from 57.7 µM), for inactives: top-dose activity, negative = inhibition, most hits filed as inhibitors; 280,000 tested, 0.39% active; also: % is scaled to controls: 0 for no effect and ±100 for the full control effect; nearly all actives have a fitted effect of over 55% in size
Target sequence (P10636 561-689 P618L limits assumed): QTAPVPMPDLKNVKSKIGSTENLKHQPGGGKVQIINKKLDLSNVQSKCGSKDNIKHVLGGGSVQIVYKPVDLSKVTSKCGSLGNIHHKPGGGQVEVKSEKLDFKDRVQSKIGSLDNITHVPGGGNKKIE
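Heparin (20 uM) drove fibril formation of recombinant tau K18 P301L, 15 uM unlabeled with 0.24 uM Alexa 594 label, for 6 hr at 37 C in 100 mM sodium acetate pH 7. Fluorescence polarization (555/632 nm) read 1 hr after 30 uM ThT.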
Tau ThT inhib = inhibitors of human tau fibril formation, thioflavin T binding; P10636; recombinant tau K18 P301L (four-repeat tau fragment), heparin-induced fibrillization, ThT fluorescence; Potency, µM (series often up to 57.4 µM), for the others: at the highest dose activity, negative = inhibition, actives largely listed as inhibitors; 270,000 tested, 2.1% active; AID 1460; also: % is scaled to controls: 0 for no effect and ±100 for the full control effect; nearly all actives have a fitted effect of over 55% in size
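Heparin-induced fibrillization of the P301L-mutant K18 repeat-domain fragment of human tau was followed by ThT binding in quantitative high-throughput format.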
TRb SRC2 PPI = TRbeta-SRC2 interaction inhibition; Potency, µM (top dose mostly 106 µM), for inactives: at the top dose activity change, negative = inhibition, actives largely listed as inhibitors; 280,000 tested, 0.065% active; TRbeta-SRC2 peptide binding, fluorescence polarization; receptor liganded with 1 µM T3; P10828;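 also: plate controls were bound peptide for no effect and peptide without receptor for full effect; nearly all actives have a fitted effect of over 50% in size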
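TRb LBD 0.6 uM + Texas Red SRC2 peptide 20 nM, 1 uM T3, Tris buffer w/ 5% DMSO; compound pinned, 5 h RT; FP read ex 555/em 632; normalized to unbound and bound controls.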
RECQ1 inh = inhibitors of human RECQ1 DNA helicase; P46063; RECQ1 DNA unwinding, red fluorescence kinetic read; Potency, µM (series often up to 57.3 µM), for the others: at the highest dose activity, negative = inhibition, hits mostly inhibitors; 240,000 tested, 0.54% active;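 also: plate controls were vehicle for no effect and no enzyme for full effect; nearly all actives have a fitted effect of over 30% in size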
Target sequence (P46063 whole entry, looked up): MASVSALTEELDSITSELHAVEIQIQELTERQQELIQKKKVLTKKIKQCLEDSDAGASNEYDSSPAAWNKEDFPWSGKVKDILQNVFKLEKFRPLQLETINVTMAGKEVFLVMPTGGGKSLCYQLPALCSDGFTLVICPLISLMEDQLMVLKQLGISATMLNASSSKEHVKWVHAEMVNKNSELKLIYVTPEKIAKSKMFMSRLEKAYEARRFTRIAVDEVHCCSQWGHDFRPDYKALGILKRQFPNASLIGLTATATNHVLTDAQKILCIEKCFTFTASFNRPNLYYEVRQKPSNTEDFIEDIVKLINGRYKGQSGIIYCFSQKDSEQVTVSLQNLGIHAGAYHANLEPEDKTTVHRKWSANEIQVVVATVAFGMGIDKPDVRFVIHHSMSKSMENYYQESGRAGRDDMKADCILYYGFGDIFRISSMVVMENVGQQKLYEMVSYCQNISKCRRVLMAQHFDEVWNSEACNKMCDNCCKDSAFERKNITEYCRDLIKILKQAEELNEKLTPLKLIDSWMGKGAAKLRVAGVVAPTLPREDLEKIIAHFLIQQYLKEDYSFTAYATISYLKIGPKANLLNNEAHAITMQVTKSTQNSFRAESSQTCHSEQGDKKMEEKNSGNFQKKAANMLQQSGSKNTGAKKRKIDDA
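50 nM RECQ1T1 preincubated 15 min with compound in Tris pH 8.0 buffer with MgCl2, DTT, Tween-20 and 2.5 ug/ml poly(dI-dC); started with 200 nM TAMRA/BHQ-2 forked duplex and 2 mM ATP. Unwinding read as fluorescence (525/598 nm), two reads 2 h apart.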
TexasRed fluor = Texas Red fluorescence interference in TRb-SRC2 counter-screen. TRb/SRC2 Texas Red total fluorescence interference. Potency, µM (highest dose often 106 µM), for the others: at the highest dose fluorescence change, negative = quenching. 280,000 tested, 0.29% active; active = well fitted curve in either direction with a large enough effect; inconclusive = small, poorly fitted or top-dose-only effect; also: % is scaled to controls: 0 for no effect and ±100 for the full control effect
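Human TRb ligand-binding domain at 0.6 uM with 20 nM Texas Red SRC2 peptide in Tris buffer containing 1 uM T3 and 5% DMSO, incubated with compound 5 h at ambient temperature. Total fluorescence (555/632 nm) calculated as parallel + 2 × perpendicular.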
An asterisk follows results filed as active; i = inactive; ? = inconclusive; . = not tested or not shown; & = joins results of further samples; [ ] = remark or other dose. Unless noted, calls follow the shape of the dose curve; as a rule, active = well fitted curve in the direction sought with a large enough effect; inconclusive = small, poorly fitted or top-dose-only effect, or another doubt; inactive = no such curve, though single readings can be large; an effect the other way counts as inactive or inconclusive. Potency is read from the fitted curve at half-maximal effect. A portion of the library; the hit share may differ from the screen's.

Values in the order: Tau fluor cs, HTT cytoprotect, L3MBTL1 block, Tau fibril FP, Tau ThT inhib, TRb SRC2 PPI, RECQ1 inh, TexasRed fluor
Cn1c(SCc2ccc(F)cc2)nnc1-c1ccccn1
→ 1%, -11%[0.074 µM], -6%, -5%, -2%, 2%, i, 2%
CC(=O)c1ccc(OCC(C)C)c(CC(C(N)=O)C(N)=O)c1
→ -4%, -7%, 4%, -8%, -4%, -6%, 3%, -1%
Cc1nc(SCC(=O)N2CCN(c3ccccc3)CC2)[nH]c(=O)c1C
→ -8%, ., ., -4%, -9%, -1%, ., 0%
CCC(=O)N/N=C(\C)CC(=O)Nc1ccc(F)cc1
→ 1%, -28%, ., -9%, 1%, -3%, i, -1%
CC1CCCCN1S(=O)(=O)c1ccc(NC(=O)CSc2nnnn2C)cc1 (configuration not stated)
→ -6%, -6%, -3%, -12%, -1%, 0%, -1%, -2%
Cc1ccccc1-n1c(Cn2c(=O)sc3ccccc32)nnc1SC(C)C
→ 0%, -9%[10 µM], 23%, -4%, -3%, 1%, i, 0%
COc1ccc(-n2c(=O)c3ccccc3c3ccccc3c2=O)c(OC)c1
→ -9%, 4%[10 µM], -5%, -11%, ?, -4%, -4%, -2%
Cc1cccc(NC(=O)CN2CCCN(S(=O)(=O)c3ccc(Br)s3)CC2)c1
→ -23%, -38%[inhibitor], -2%, -3%, -12%, 5%, -10%, -3%
COc1cc(Cl)c(C)cc1NC(=O)Cn1ncc2c([nH]c3ccccc32)c1=O
→ 4%, ., ., -15%, 11%, 0%, ., ?
O=C(N/N=C/c1c(O)ccc2ccccc12)c1cccc(C(F)(F)F)c1
→ 8.9µM*[quencher], ., -6%, ?, ?, -5%, 8%, -6%
N#CC1=C(N)C(C#N)(C#N)C(c2cccnc2)C2CN(C(=O)OCc3ccccc3)CC=C12 (configuration not stated)
→ -13%, -89%[inhibitor][10 µM], -4%, ?, ?, -10%, -7%, 1%
Cc1c(NC(=O)C(C)OC(=O)CC2CC3CCC2C3)c(=O)n(-c2ccccc2)n1C (configuration not stated)
→ 2%, -4%[10 µM], 9%, -7%, -2%, 2%, i, -2%
COc1ccc(NC(=O)C2CCCN(S(=O)(=O)c3c(C)[nH]c(=O)[nH]c3=O)C2)cc1 (configuration not stated)
→ -3%&-4%, -24%, 9%, 8%&5%, -14%&-10%, -2%&8%, -16%, 0%&-1%
O=C(Nc1nc(-c2nc3ccccc3s2)cs1)c1ccco1
→ -1%, -9%, -10%, 3%, -9%, 5%, i, -2%
CSc1nnc(-c2cccc(NC(=S)NN)c2)o1
→ ?, -2%, ., 8%, ?, -2%, i, 0%
COc1ccc(N2C(=O)CCC2=O)cc1
→ -1%, 7%, ., -3%, -7%, 2%, i, -1%
O=C(c1ccccc1)N1CCC(O)(c2ccc3c(c2)OCO3)CC1
→ 8%, -16%[10 µM], 12%[11.4 µM], 7%, 4%, 9%, -1%, 1%
O=C(c1ccccc1)N1CCN2C(=O)c3ccccc3C12c1ccc(Cl)cc1 (configuration not stated)
→ -10%, -73%[inhibitor], ., 2%, -11%, -13%, -14%, -1%
Cn1nc(C(=O)OCC(=O)Nc2ccc3ccccc3c2)c2ccccc2c1=O
→ ?, 18%[10 µM], 1%, ?, ?, -5%, -5%, -6%
Cc1ccc(C(=O)NC2CC(C)(C)NC(C)(C)C2)cc1C
→ -7%, 2%, 26%, -14%, 9%, -19%, i, -4%

Limited to RECQ1 inh, for some of the entries so far:
structure	RECQ1 inh
O=C(N/N=C/c1c(O)ccc2ccccc12)c1cccc(C(F)(F)F)c1	8%
CSc1nnc(-c2cccc(NC(=S)NN)c2)o1	i

A draw from above in order of SMILES length, falling:
Values in the order: Tau fluor cs, HTT cytoprotect, L3MBTL1 block, Tau fibril FP, Tau ThT inhib, TRb SRC2 PPI, RECQ1 inh, TexasRed fluor
COc1ccc(NC(=O)C2CCCN(S(=O)(=O)c3c(C)[nH]c(=O)[nH]c3=O)C2)cc1 (configuration not stated)
→ -3%&-4%, -24%, 9%, 8%&5%, -14%&-10%, -2%&8%, -16%, 0%&-1%
Cc1c(NC(=O)C(C)OC(=O)CC2CC3CCC2C3)c(=O)n(-c2ccccc2)n1C (configuration not stated)
→ 2%, -4%[10 µM], 9%, -7%, -2%, 2%, i, -2%
COc1cc(Cl)c(C)cc1NC(=O)Cn1ncc2c([nH]c3ccccc32)c1=O
→ 4%, ., ., -15%, 11%, 0%, ., ?
Cc1cccc(NC(=O)CN2CCCN(S(=O)(=O)c3ccc(Br)s3)CC2)c1
→ -23%, -38%[inhibitor], -2%, -3%, -12%, 5%, -10%, -3%
CC1CCCCN1S(=O)(=O)c1ccc(NC(=O)CSc2nnnn2C)cc1 (configuration not stated)
→ -6%, -6%, -3%, -12%, -1%, 0%, -1%, -2%
Cc1ccccc1-n1c(Cn2c(=O)sc3ccccc32)nnc1SC(C)C
→ 0%, -9%[10 µM], 23%, -4%, -3%, 1%, i, 0%
CC(=O)c1ccc(OCC(C)C)c(CC(C(N)=O)C(N)=O)c1
→ -4%, -7%, 4%, -8%, -4%, -6%, 3%, -1%
Cc1ccc(C(=O)NC2CC(C)(C)NC(C)(C)C2)cc1C
→ -7%, 2%, 26%, -14%, 9%, -19%, i, -4%
CCC(=O)N/N=C(\C)CC(=O)Nc1ccc(F)cc1
→ 1%, -28%, ., -9%, 1%, -3%, i, -1%
CSc1nnc(-c2cccc(NC(=S)NN)c2)o1
→ ?, -2%, ., 8%, ?, -2%, i, 0%
COc1ccc(N2C(=O)CCC2=O)cc1
→ -1%, 7%, ., -3%, -7%, 2%, i, -1%

(cont.)
Values in the order: Tau fluor cs, HTT cytoprotect, L3MBTL1 block, Tau fibril FP, Tau ThT inhib, TRb SRC2 PPI, RECQ1 inh, TexasRed fluor
Cc1cccc(NC(=O)CSc2nc(=O)n(Cc3ccccn3)c3c2CCC3)c1C
→ -3%, ., ., -9%, -9%, -3%, ., -2%
COc1ccc(S(=O)(=O)N2CCSC2c2ccccc2)cc1 (configuration not stated)
→ -14%, -1%[10 µM], 15%, -10%, -5%, -10%, ?, 0%
COc1ccc(C(=O)Cn2c(=O)n3nc(CCn4nc(C)cc4C)nc3c3cc(OC)c(OC)cc32)cc1
→ -10%, ., ., ?, -9%, 0%, ., 1%
CCCCN(C)C(=O)C1CCN(CCCc2ccccc2)CC1
→ -6%, -3%[10 µM], ., 3%, -9%, -2%, 13%, -2%
CCNC(=O)NC(=O)C(C)OC(=O)C1CCN(S(=O)(=O)c2ccc(C)c(C)c2)CC1 (configuration not stated)
→ -5%, ., 10%, -1%, -4%, -3%, 1%, 2%
CC(C)CCNC(=S)Nc1ccc(Br)cc1
→ ?, ., 11%, -14%, 1%, -5%, 2%, 0%
CC1=Nc2cc(C(=O)NCCc3ccc(Cl)cc3)ccc2Sc2ccc(C)cc21
→ -30%, ., ., ?, -17%, 5%, ., 0%
O=C(NCCCCNC(=O)c1cccnc1)c1cccnc1
→ 4%, 4%[10 µM], -6%, -1%, 1%, -3%, -7%, 3%
Cc1ccc(NC(=O)CSc2ccc(-c3sc(-c4ccccc4)nc3C)nn2)cc1F
→ ?, ., ., -8%, ?, -3%, ., 0%
Cc1ccc(NC(=O)c2sc(N)nc2-c2ccccc2)cc1C
→ -21%, 15%, -14%, 2%, -6%, 2%, i, 0%
c1ccc(CCNc2ccnc3cc4ccccc4cc23)cc1
→ -19%, -261%[inhibitor], ., ?, ?, 2%, 10%, -5%
